From PubChem
C diff growth = C. difficile growth inhibitors, primary screen, HTS; growth activity, negative = inhibition, % at 16 µg/mL (by protocol); actives 0.25% (n = 86,000); Clostridium difficile clinical isolate growth, OD600, 24 h; hits give low values;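 active = mean growth activity at or below -80% and every replicate also at or below -80%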;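 note: 0% = DMSO wells and -100% = levofloxacin 16 µg/mL wells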
T cruzi growth = T. cruzi intracellular proliferation inhibitors, primary screen, cell-based, beta-gal Tulahuen parasites, NIH3T3 host, luminescence; T. cruzi beta-gal in NIH3T3, GalScreen luminescence, 90 h; inhibition, % at 8.34 µM; actives 5.9% (n = 77,000);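 active = mean inhibition above about 93%, with at least 55% of replicates each passing it, limit read from the data, passing the limit was not always enough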
Pf Dd2 inh = P. falciparum Dd2 growth inhibitors, primary screen, SYBR Green fluorescence, single dose replicates | actives 2.3% (n = 94,000) | 72 h; hits give low values | AID 1159554, 2015 | activity change, % at 10 µM; in the data active = activity change below about -80%
GASC1 inh = inhibitors of GASC-1 (KDM4C) histone demethylase, primary screen, biochemical, single concentration HTS; GST-KDM4C 2-372, H3K9me3 peptide, LANCE TR-FRET; Lysine-specific demethylase 4C (Homo sapiens), Q9H3R0; actives 0.15% (n = 96,000); inhibition, % at 12.5 µM;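 active = mean replicate inhibition above about 25%, with at least 55% of replicates also reaching it, limit read from the data, passing the limit was not always enough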
Target sequence (Q9H3R0 2-372 limits assumed): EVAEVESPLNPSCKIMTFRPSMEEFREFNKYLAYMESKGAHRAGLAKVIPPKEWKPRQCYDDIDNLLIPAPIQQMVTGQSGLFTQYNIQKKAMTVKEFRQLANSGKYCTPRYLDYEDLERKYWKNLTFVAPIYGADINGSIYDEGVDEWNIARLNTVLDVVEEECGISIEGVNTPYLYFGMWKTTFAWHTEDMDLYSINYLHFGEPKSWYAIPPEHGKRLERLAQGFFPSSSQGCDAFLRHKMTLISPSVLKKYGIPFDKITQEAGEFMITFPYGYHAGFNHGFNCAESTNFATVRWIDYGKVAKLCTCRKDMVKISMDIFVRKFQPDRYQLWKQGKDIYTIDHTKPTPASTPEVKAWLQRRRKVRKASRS
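System: N-terminal GST-fused human GASC-1 (KDM4C) fragment, residues 2-372; amount: enzyme final amount 10 nM; incubation: reaction 30 min RT, detection step 1 h RT; medium: HEPES buffer, pH 7.5, plus ascorbate; technique: LANCE TR-FRET, Eu antibody, ULight-streptavidin, EDTA, ex 340 nm, em 618/671 nm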
Starred values were filed as active, the others as inactive; . = not tested or not shown; & = joins results of further samples.

nr	canonical_smiles	C diff growth	T cruzi growth	Pf Dd2 inh	GASC1 inh
1	CCCNC(=O)Nc1ccc2c(c1)OC[C@@H](C)NC[C@H](C)[C@@H](OC)CN(C)C2=O	0	-2	.	0.0
2	CCCC#Cc1ccc2c(c1)O[C@H](CN(C)Cc1cncnc1)[C@H](C)CN([C@H](C)CO)S2(=O)=O	4	38	-12	19
3	CC(C)C#Cc1ccc2c(c1)O[C@@H](CN(C)Cc1ccccn1)[C@@H](C)CN([C@@H](C)CO)S2(=O)=O	33	93	-44	.
4	COc1ccc(NC(=O)Nc2ccc3c(c2)C(=O)N([C@H](C)CO)C[C@@H](C)[C@@H](CN(C)Cc2ccncc2)O3)cc1	-5	9	20	-0.4
5	CO[C@H]1CC[C@H]2CCOc3ccc(C#N)cc3C(=O)N(C)C[C@@H](c3ccccc3)CC(=O)N(C)C[C@@H]1O2	-2	-23	.	-1.0
6	COc1cccc(-c2ccc([C@H]3[C@@H](CO)N4C(=O)CN(C(=O)c5cccnc5)C[C@@H]34)cc2)c1	0	.	-5	-1.3
7	COc1ccc(C#Cc2cnc3c(c2)C(=O)N([C@H](C)CO)C[C@H](C)[C@H](CN(C)C(=O)Nc2ccc(F)cc2)O3)cc1OC	17	97	-70	-2.3
8	C/C=C/c1ccc2c(c1)O[C@H](CN(C)C(=O)C1CCC1)[C@@H](C)CN([C@@H](C)CO)S2(=O)=O	.	29	1	-1.5
9	CN(C)CC#Cc1cccc(-c2nc(C(=O)N3CCN(C)CC3)cc3c2[C@H](CCO)N(S(=O)C(C)(C)C)C3)c1 (some centres undefined)	8	29	.	.
10	C/C=C/c1ccc2c(c1)O[C@H](CN(C)C)[C@H](C)CN([C@H](C)CO)S2(=O)=O	1	.	6	-0.1
11	Cc1noc(C)c1NC(=O)N(C)C[C@@H]1OCCCC[C@@H](C)Oc2ccc(N(C)C)cc2C(=O)N([C@@H](C)CO)C[C@@H]1C	-5	67	30	6.1
12	COCC(=O)Nc1ccc2c(c1)[C@H]1C[C@H](CC(=O)NCc3ccccc3)O[C@H](CO)[C@H]1O2	.	14	4	3.0
13	CNC[C@@H]1Oc2c(NC(=O)C3CCCCC3)cccc2C(=O)N([C@H](C)CO)C[C@@H]1C	12	0	49	-0.5
14	CO[C@@H]1CN(C)C(=O)c2cc(NC(=O)C3CCOCC3)ccc2OC[C@@H](C)N(S(=O)(=O)c2ccc(Cl)cc2)C[C@H]1C	.	15	-66	.
15	COCC(=O)N1[C@H](C#N)[C@H](c2ccc(C#Cc3ccccc3F)cc2)[C@@H]1CO	12	102*	-20	-0.2
16	COc1ccc2c3c(n(C)c2c1)[C@@H](CO)NCC31CCN(C(=O)c2ccc(F)cc2)CC1	18	.	-10	1.1
17	COc1ccc2c3c(n(C)c2c1)[C@H](CO)N(Cc1ccccc1F)CC31CCN(CC2CC2)CC1	4	.	-90*	2.2
18	O=C(C[C@H]1CC[C@@H]2[C@H](COC[C@H](O)CN2S(=O)(=O)c2ccccc2)O1)NCc1ccc(-c2ccccc2)cc1	29&-14	16	-2	-1.9
19	CCNC(=O)C[C@@H]1CC[C@@H]2[C@@H](COc3ccc(NC(=O)NC(C)C)cc3C(=O)N2C)O1	7	7	11	0.9
20	CC(=O)N1[C@H](CO)[C@H](c2ccc(-c3ccc(F)cc3)cc2)[C@H]1CNC(=O)C1CC1	-7	28	-21	-1.6

The closing three entries of the part above lead into the next:
nr	canonical_smiles	C diff growth	T cruzi growth	Pf Dd2 inh	GASC1 inh
18	O=C(C[C@H]1CC[C@@H]2[C@H](COC[C@H](O)CN2S(=O)(=O)c2ccccc2)O1)NCc1ccc(-c2ccccc2)cc1	29&-14	16	-2	-1.9
19	CCNC(=O)C[C@@H]1CC[C@@H]2[C@@H](COc3ccc(NC(=O)NC(C)C)cc3C(=O)N2C)O1	7	7	11	0.9
20	CC(=O)N1[C@H](CO)[C@H](c2ccc(-c3ccc(F)cc3)cc2)[C@H]1CNC(=O)C1CC1	-7	28	-21	-1.6
21	C[C@@H]1CN([C@@H](C)CO)C(=O)c2cccc(NS(C)(=O)=O)c2O[C@H]1CN(C)S(=O)(=O)c1cccs1	.	8	12	1.3
22	COc1ccc(NC(=O)Nc2ccc3c(c2)C(=O)N([C@H](C)CO)C[C@@H](C)[C@@H](CN(C)C(=O)Nc2ccc(F)cc2)O3)cc1	2	23	-67	0.5
23	CO[C@@H]1CN(C)C(=O)c2ccc(NC(=O)c3cc(C)on3)cc2OC[C@@H](C)NC[C@H]1C	.	36	6	2.4
24	CC(C)C#Cc1ccc2c(c1)O[C@H](CN(C)C(=O)c1cccnc1)[C@@H](C)CN([C@H](C)CO)S2(=O)=O	5	92	-12	2.9
25	CC(C)C#Cc1ccc([C@@H]2[C@H](C#N)N(C(=O)CN(C)C)[C@H]2CO)cc1	0	50	9	-0.1
26	Cc1ccc(-c2ccc3c(c2)O[C@H](CN(C)C(=O)CN(C)C)[C@@H](C)CN([C@H](C)CO)S3(=O)=O)cc1	-16	34	-54	0.5
27	CC(C)C#Cc1cnc2c(c1)C(=O)N([C@@H](C)CO)C[C@@H](C)[C@@H](CN(C)Cc1ccccn1)O2	-3	39	-20	.
28	C[C@@H]1CN([C@@H](C)CO)C(=O)c2cc(NC(=O)Nc3ccc4c(c3)OCO4)ccc2O[C@@H]1CN(C)S(C)(=O)=O	.	-40	4	-0.1
29	COCC(=O)Nc1ccc2c(c1)C(=O)N(C)C[C@@H](OC)[C@@H](C)CN(C(=O)Cc1cccnc1)[C@@H](C)CO2	.	-5	24	-0.9
30	CCCC(=O)Nc1ccc2c(c1)OC[C@H](C)N(Cc1cccc(F)c1)C[C@H](C)[C@@H](OC)CN(C)C2=O	-6	.	-16	1.4
31	COc1ccc(NC(=O)N(C)C[C@@H]2Oc3ccc(NC(=O)NC(C)C)cc3CC(=O)N([C@H](C)CO)C[C@H]2C)cc1	-8	24	-9	0.0
32	Cc1noc(C)c1NC(=O)Nc1ccc2c(c1)C(=O)N([C@H](C)CO)C[C@H](C)[C@@H](CN(C)Cc1ccccc1)OCCCC[C@H](C)O2	.	1	-22	0.6
33	C[C@H](CO)N1C[C@H](C)[C@H](CN(C)C(=O)c2ccc3ccn(C)c3c2)OCc2cn(nn2)CCCC1=O	9	67	-4	0.8
34	Cc1noc(C)c1NC(=O)Nc1ccc2c(c1)C(=O)N([C@@H](C)CO)C[C@H](C)[C@@H](CN(C)C(=O)NC1CCCCC1)OCCCC[C@H](C)O2	-3	.	-15	-1.8
35	O=C(C1CCOCC1)N1C[C@@H]2[C@H](c3ccccc31)[C@H](CO)N2Cc1ccccc1	5	9	8	-0.2
36	C[C@@H]1CN([C@H](C)CO)C(=O)c2cc(NS(=O)(=O)c3cn(C)cn3)ccc2O[C@@H](C)CCCCO[C@@H]1CN(C)CC1CC1	-1	35	-26	1.8
37	CCN1[C@@H]2c3ccc(C4=CCCCC4)c(=O)n3C[C@H]1[C@H](CO)[C@H]2C(=O)N1CCCCC1	3	-7	5	3.6
38	CCC(=O)N(C)C[C@H]1Oc2cc(C#Cc3ccccn3)ccc2S(=O)(=O)N([C@@H](C)CO)C[C@@H]1C	-2	-12	.	-0.8
39	CC=Cc1ccc2n(c1=O)C[C@@H]1[C@@H](CO)[C@H](C(=O)N3CCc4ccccc4C3)N(C(=O)CC)[C@H]21 (mixture of isomers)	-2	15	9	2.9
40	CN1CCN(C(=O)C[C@@H]2CC[C@H]3[C@@H](COC[C@@H](O)CN3C(=O)C3CC3)O2)CC1	.	-14	-7	-0.3
41	C[C@@H]1CN([C@H](C)CO)S(=O)(=O)c2ccc(C#CC3CC3)cc2O[C@@H]1CN(C)C(=O)CN(C)C	-16	25	-27	2.1
42	Cc1ccc(S(=O)(=O)Nc2ccc3c(c2)C(=O)N([C@@H](C)CO)C[C@H](C)[C@@H](CN(C)C)O3)cc1	3	.	5	0.7
43	COc1ccc(S(=O)(=O)Nc2ccc3c(c2)CC(=O)N([C@H](C)CO)C[C@@H](C)[C@H](CN(C)Cc2ccc(Cl)c(Cl)c2)O3)cc1	30	49	1	-0.4
44	Cc1cccc(NC(=O)C[C@H]2CC[C@H]3[C@@H](COc4ccc(NC(=O)C5CCC5)cc4C(=O)N3C)O2)c1	-3	-13	2	0.5
45	CC(C)NC(=O)Nc1cccc2c1O[C@H](CN(C)C(=O)Nc1ccccc1)[C@H](C)CN([C@@H](C)CO)C2=O	-4	7	-31	2.6
46	C[C@H](CO)N1C[C@H](C)[C@H](CN(C)C(=O)CN2CCOCC2)Oc2cc(C#Cc3cccc(F)c3)ccc2S1(=O)=O	1	58	-65	-1.7
47	CN1C(=O)c2cc(NC(=O)C3CCOCC3)ccc2OC[C@H]2O[C@@H](CC(=O)NC3CCCC3)CC[C@H]21	10	35	16	-0.4
48	Cc1noc(C)c1NC(=O)N[C@H]1CC[C@@H](CC(=O)NCCCN(C)C)O[C@H]1CO	.	11	4	4.0
49	CC(C)C#Cc1ccc([C@@H]2[C@H](CO)N3C(=O)CN(C(=O)NC4CCCC4)C[C@@H]23)cc1	-10	.	-10	1.2
50	C[C@H]1CN([C@@H](C)CO)S(=O)(=O)c2ccc(-c3ccc(C(=O)N(C)C)cc3)cc2O[C@@H]1CN(C)C(=O)Cc1ccccn1	-2	29	-7	-0.4
51	C[C@@H](O)C#Cc1ccc2c(c1)O[C@@H](CN(C)C(=O)c1ccccc1)[C@@H](C)CN([C@@H](C)CO)S2(=O)=O	-3	12	-23	-0.1
52	CC(C)NC(=O)N(C)C[C@H]1Oc2ccc(NC(=O)Cc3ccccc3)cc2CC(=O)N([C@@H](C)CO)C[C@@H]1C	-3	.	14	-4.0
53	CN1C(=O)c2cc(NC(=O)Nc3ccccc3Cl)ccc2OC[C@@H]2O[C@H](CC(=O)O)CC[C@H]21	3	10	17	-0.5
54	COc1ccc(CN2[C@H](CO)[C@@H]3c4ccccc4N(C(=O)Nc4ccccc4)C[C@@H]32)cc1	2	36	-12	1.3
55	C[C@H](NC(=O)C[C@@H]1CC[C@H](NC(=O)C2CCOCC2)[C@@H](CO)O1)c1ccccc1	1	-12	-7	-1.0
56	O=C(N[C@@H]1C=C[C@H](CC(=O)N2CCOCC2)O[C@@H]1CO)c1cccc(F)c1	.	29	18	4.4
57	COC(=O)C[C@H]1C[C@H]2c3cc(NC(=O)C4CCC4)ccc3O[C@H]2[C@@H](CO)O1	-5	23	38	0.6
58	C[C@H]1CN([C@@H](C)CO)C(=O)c2cc(NS(=O)(=O)c3ccccc3)ccc2O[C@@H]1CN(C)Cc1ccc(C(=O)O)cc1	0	-48	21	1.6
59	CCC(=O)N(C)C[C@@H]1Oc2ncc(C#CCC3CCCC3)cc2C(=O)N([C@H](C)CO)C[C@H]1C	5	-13	-5	0.1
60	O=C(C[C@@H]1CC[C@H]2[C@@H](COC[C@@H](O)CN2Cc2nccs2)O1)NCc1ccccc1F	1	4	-7	-0.7

Laid out differently: 3 of the compounds above.
Order of values: C diff growth	T cruzi growth	Pf Dd2 inh	GASC1 inh
(48) Cc1noc(C)c1NC(=O)N[C@H]1CC[C@@H](CC(=O)NCCCN(C)C)O[C@H]1CO
  .	11	4	4.0
(56) O=C(N[C@@H]1C=C[C@H](CC(=O)N2CCOCC2)O[C@@H]1CO)c1cccc(F)c1
  .	29	18	4.4
(51) C[C@@H](O)C#Cc1ccc2c(c1)O[C@@H](CN(C)C(=O)c1ccccc1)[C@@H](C)CN([C@@H](C)CO)S2(=O)=O
  -3	12	-23	-0.1

(listing goes on)
nr	canonical_smiles	C diff growth	T cruzi growth	Pf Dd2 inh	GASC1 inh
61	C[C@H](CO)N1C[C@H](C)[C@@H](CN(C)Cc2ccccc2)Oc2ccc(NC(=O)C3CCCCC3)cc2C1=O	-9	-6	2	.
62	O=C(Nc1ccc(F)cc1)N[C@H]1CC[C@H](CCNC(=O)c2ccccc2F)O[C@@H]1CO	-4	.	-32	-2.5
63	C[C@@H]1CCCCO[C@@H](CN(C)C(=O)NC2CCCCC2)[C@@H](C)CN([C@@H](C)CO)C(=O)c2cc(NS(=O)(=O)c3ccc(F)cc3)ccc2O1	8	8	-57	1.0
64	C[C@@H]1CCCCO[C@@H](CN(C)Cc2ccc(Cl)c(Cl)c2)[C@H](C)CN([C@@H](C)CO)C(=O)c2cc(NC(=O)NC3CCCCC3)ccc2O1	-3	86	-51	-0.6
65	CC(C)NC(=O)N(C)C[C@@H]1Oc2ccc(NC(=O)Nc3cccc4ccccc34)cc2CC(=O)N([C@@H](C)CO)C[C@@H]1C	3	-12	-44	3.0
66	COc1ccc2c3c([nH]c2c1)[C@H](CO)N(C(=O)C1CCCC1)CC31CCN(Cc2cccc(F)c2)CC1	-8	.	-80	-1.8
67	Cn1cnc(S(=O)(=O)N[C@@H]2CC[C@H](CC(=O)NCC3CC3)O[C@H]2CO)c1	-1	.	2	2.3
68	O=C(Cc1ccccc1)N[C@H]1CC[C@H](CC(=O)N2CCCCC2)O[C@@H]1CO	5	43	10	0.1
69	CCC(=O)N1CC[C@@H]2[C@@H](CO)Nc3ccc(-c4cccc(C#N)c4)cc3[C@@H]21	6	81	4	4.0
